Myeloid diff MLP: myeloid differentiation induction | ER-HoxA9 myeloid progenitors, lysozyme-GFP differentiation, flow cytometry | calls only at 10 µM | 360,000 tested, 1% active | AID 624256;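 active = normalized GFP-positive differentiation at or above the plate's own cutoff, the solvent-only control mean plus 3 SD; inconclusive = no clear call, values can overlap the other calls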;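 also: cells exposed to compound for four days before flow analysis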
human PMI inhibitors: MPI inhibition at elevated mannose 6-phosphate – biochemical, fluorescence intensity, high mannose 6-phosphate, primary screen (AID 1220); recombinant PMI enzyme, coupled fluorescence intensity; higher % means a stronger effect; one-dose inhibition, % at 20 µM; IC50 in µM for titrated hits; 190,000 tested, 0.66% active
SIAH1 antagonists: blockers of Siah-1 interaction with plectin peptide – biochemical, fluorescence polarization, rhodamine-plectin, uHTS, primary screen (AID 1817); Siah-1 / rhodamine-plectin peptide fluorescence polarization; higher % means a stronger effect; displacement, % at 20 µM, or IC50 in µM where a hit was titrated; 290,000 tested, 0.02% active;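 active = displacement of at least 50% at 20 µM, with a fluorescence ratio check between 0.3 and a set limit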;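 also: plate controls were Siah plus tracer with DMSO for no effect and tracer alone without Siah for full effect; strong numbers were not always called active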
RSV antiviral HEp-2: inhibition of RSV-induced cytopathic effect – HEp-2 cells, primary 10 µM value included (AID 2391) | 310,000 tested, 0.13% active | HEp-2 cells, RSV-induced CPE inhibition; higher % means a stronger effect | one-dose CPE inhibition, % at 10 µM; IC50 in µM for titrated hits; in the data active = a potency from the dose series; inconclusive = CPE inhibition mostly from about 23% at the one dose, without a potency; inactive = the rest, 99 in 100 with CPE inhibition below about 21%; also: strong numbers were not always called active
Salmonella PhoP GFP: PhoP-dependent GFP reporter repression – Salmonella Typhimurium, primary screen (AID 1863); inhibition, % at 50 µM, or IC50 in µM where a hit was titrated; S. Typhimurium PhoP-regulated promoter GFP reporter, 4 h; higher % means a stronger effect; 300,000 tested, 0.16% active;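 active = inhibition over 29.93%, a cutoff 3 SD above the screen mean, later confirmed by dose response; inconclusive = inhibition over 29.93% but no dose response follow-up; inactive = inhibition at most 29.93% or unconfirmed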;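 also: 0% = low Mg2+ inducing control and 100% = high Mg2+ repressing control; strong numbers were not always called active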
TNAP activators: stimulation of alkaline phosphatase TNAP activity – biochemical, luminescent, no phosphate acceptor, uHTS, primary screen (AID 1001). 200,000 tested, 0.03% active. one-dose activation fold at 20 µM; EC50 in µM for titrated hits. purified TNAP, luminescent activation assay, no phosphate acceptor; higher activation fold means a stronger effect; in the data active = activation fold from about 3, or a potency from the dose series; inactive = the rest, 99 in 100 with activation fold below about 1.6; also: many of its hits are not listed in these tables
human PMI inhibition: inhibitors of human PMI, primary screen, biochemical, fluorescence intensity, coupled assay (AID 1209). purified PMI enzyme, coupled fluorescence intensity; higher % means a stronger effect. inhibition, % at 20 µM, or IC50 in µM where a hit was titrated. 190,000 tested, 0.42% active;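 also: plate controls were DMSO vehicle for no effect and wells lacking substrate for full effect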
XIAP antagonists: small molecules displacing peptide from XIAP – biochemical, IAP family, fluorescence polarization (AID 1018) | displacement, % at 20 µM, or IC50 in µM where a hit was titrated | 200,000 tested, 0.007% active | XIAP BIR domain, fluorescence polarization peptide displacement; higher % means a stronger effect; in the data active = displacement above about 50%; also: a part of the inactive calls stands beside numbers as strong as those of hits
WT yeast gro inh: growth inhibition of WT yeast, mitochondrial fusion screen | inhibition, % at 10 µM | 190,000 tested, 2.1% active | mitochondrial fusion phenotypic screen, WT strain; in the data active = inhibition above about 58%; tested in S. cerevisiae
WT yeast gro inh mutant strain: further read-out of WT yeast gro inh, marked with its call; inhibition, %; mitochondrial fusion phenotypic screen, mutant strain inhibition
Myeloid diff MLP GFP+ MAC1+ %: further read-out of Myeloid diff MLP, marked with its call; GFP+ MAC1+ double positive, %; measured here: differentiation confirmed by MAC1 staining
Numbers without * were called inactive. Rule as the data show it, unless noted: active = inhibition above about 50%; inactive = the rest.

For COc1ccccc1N(CC(N)=O)S(=O)(=O)c1ccc(C)cc1 the results were Myeloid diff MLP inactive, human PMI inhibitors 0%, SIAH1 antagonists 3%, RSV antiviral HEp-2 1.0%, Salmonella PhoP GFP -4%, TNAP activators 1.1, human PMI inhibition -5%, XIAP antagonists -5.4%, WT yeast gro inh -3, WT yeast gro inh mutant strain 5 and Myeloid diff MLP GFP+ MAC1+ % 8.0.
Cc1cc(C)c2c(C)nn(-c3ccccc3)c2n1 was read as Myeloid diff MLP inactive, human PMI inhibitors -1%, SIAH1 antagonists -8%, RSV antiviral HEp-2 3.6%, Salmonella PhoP GFP -3%, TNAP activators 1.2, human PMI inhibition -1%, XIAP antagonists -1.3%, WT yeast gro inh -7, WT yeast gro inh mutant strain 3 and Myeloid diff MLP GFP+ MAC1+ % 1.3.
For COc1ccccc1N1CCN(C2CC(=O)N(c3ccc(F)cc3)C2=O)CC1 (stereo unspecified) the results were Myeloid diff MLP inactive, SIAH1 antagonists -1%, RSV antiviral HEp-2 1.3%, Salmonella PhoP GFP 3% and Myeloid diff MLP GFP+ MAC1+ % 0.4.
`CCN(CC)c1ccc(C2Nc3cccc4cccc(c34)N2)c(O)c1` gave Myeloid diff MLP inactive, human PMI inhibitors 10%, SIAH1 antagonists -3%, RSV antiviral HEp-2 3.0%, TNAP activators 1, human PMI inhibition -6%, XIAP antagonists -1.8% and Myeloid diff MLP GFP+ MAC1+ % 3.4.
CN1CCN(C(=O)c2cc(Cl)cc(Cl)c2)CC1 was read as Myeloid diff MLP inactive, SIAH1 antagonists 0%, RSV antiviral HEp-2 0.9%, Salmonella PhoP GFP 2% and Myeloid diff MLP GFP+ MAC1+ % 0.8.
Screening COc1cccc(CN2CC(C(=O)NCCC3=CCCCC3)CCC2=O)c1 (stereo unspecified) returned Myeloid diff MLP inactive, SIAH1 antagonists -1%, RSV antiviral HEp-2 0.0%, Salmonella PhoP GFP -1% and Myeloid diff MLP GFP+ MAC1+ % 5.5.
`Cc1ccc(-c2nn(-c3ccccc3)cc2C(=O)Nc2cccc(S(=O)(=O)N3CCOCC3)c2)cc1` gave Myeloid diff MLP inactive, human PMI inhibitors 1%, SIAH1 antagonists -5%, RSV antiviral HEp-2 17%, Salmonella PhoP GFP -11%, TNAP activators 1, human PMI inhibition 8%, XIAP antagonists -7.6%, WT yeast gro inh 15, WT yeast gro inh mutant strain -2 and Myeloid diff MLP GFP+ MAC1+ % 1.0.
For CSc1nsc(SC)c1C(=O)Nc1ccc(C(C)(C)C)cc1 the results were Myeloid diff MLP inactive, SIAH1 antagonists 1%, RSV antiviral HEp-2 1.6%, Salmonella PhoP GFP -13% and Myeloid diff MLP GFP+ MAC1+ % 0.4.
Screening NC(=O)c1c(NC(=O)C2CCCO2)sc2c1CCCC2 (stereo unspecified) returned Myeloid diff MLP inactive, human PMI inhibitors 14%, SIAH1 antagonists -6%, RSV antiviral HEp-2 2.1%, Salmonella PhoP GFP -6%, TNAP activators 1.1, human PMI inhibition 34%, XIAP antagonists -8.0%, WT yeast gro inh -10, WT yeast gro inh mutant strain 1 and Myeloid diff MLP GFP+ MAC1+ % 0.2.
For CCNC(=O)c1cccc(S(=O)(=O)N2CCCCCC2)c1 the results were Myeloid diff MLP inactive, human PMI inhibitors -10%, SIAH1 antagonists -7%, RSV antiviral HEp-2 1.4%, Salmonella PhoP GFP 9%, TNAP activators 1.1, human PMI inhibition -3%, XIAP antagonists -2.1%, WT yeast gro inh -5, WT yeast gro inh mutant strain -11 and Myeloid diff MLP GFP+ MAC1+ % 0.7.
Screening CC(C)CC(c1nnnn1Cc1ccco1)N1CCN(C2CCCC2)CC1 (stereo unspecified) returned Myeloid diff MLP inactive, human PMI inhibitors -4%, SIAH1 antagonists 17%, RSV antiviral HEp-2 1.6%, Salmonella PhoP GFP -11%, TNAP activators 1.1, human PMI inhibition -2%, XIAP antagonists -6.5%, WT yeast gro inh 7, WT yeast gro inh mutant strain 9 and Myeloid diff MLP GFP+ MAC1+ % 0.4.
Screening O=C(COC(=O)C1CC2C=CC1C2)NCc1ccccc1Cl (stereo unspecified) returned Myeloid diff MLP inactive, human PMI inhibitors 2%, SIAH1 antagonists 4%, RSV antiviral HEp-2 2.6%, Salmonella PhoP GFP 8%, TNAP activators 1.1, human PMI inhibition -8%, XIAP antagonists 3.1%, WT yeast gro inh 15, WT yeast gro inh mutant strain 7 and Myeloid diff MLP GFP+ MAC1+ % 0.6.
CCn1c(Cc2cccc3ccccc23)nnc1SCC(=O)Nc1nccs1 was read as Myeloid diff MLP inactive, human PMI inhibitors 12%, SIAH1 antagonists -1%, RSV antiviral HEp-2 inconclusive, Salmonella PhoP GFP -4%, TNAP activators 1, human PMI inhibition 3%, XIAP antagonists -8.0%, WT yeast gro inh -1, WT yeast gro inh mutant strain -1 and Myeloid diff MLP GFP+ MAC1+ % 0.8.
`Cc1cc(C)nc(SC2CCCCC2NS(=O)(=O)c2ccccc2)n1` (stereo unspecified) gave Myeloid diff MLP inactive, human PMI inhibitors -6%, SIAH1 antagonists 13%, RSV antiviral HEp-2 2.5%, Salmonella PhoP GFP 0%, TNAP activators 1.3, human PMI inhibition 4%, XIAP antagonists -3.8%, WT yeast gro inh -9, WT yeast gro inh mutant strain -4 and Myeloid diff MLP GFP+ MAC1+ % 0.2.
Cc1onc(-c2ccccc2Cl)c1C(=O)N1CCOC12CCCCC2 was read as Myeloid diff MLP inactive, human PMI inhibitors -6%, SIAH1 antagonists 2%, RSV antiviral HEp-2 -1.7%, Salmonella PhoP GFP -7%, TNAP activators 1, human PMI inhibition 12%, XIAP antagonists -12%, WT yeast gro inh -5, WT yeast gro inh mutant strain 1 and Myeloid diff MLP GFP+ MAC1+ % 0.4.
`Cc1cc(C)c(C)c(S(=O)(=O)Nc2ccc(OCC(=O)O)cc2)c1C` gave Myeloid diff MLP inactive, human PMI inhibitors 2%, SIAH1 antagonists 1%, RSV antiviral HEp-2 0.8%, Salmonella PhoP GFP -9%, TNAP activators 0.8, human PMI inhibition -8%, XIAP antagonists -4.9%, WT yeast gro inh 3, WT yeast gro inh mutant strain -3 and Myeloid diff MLP GFP+ MAC1+ % 1.2.
CC(OC(=O)C(C)N1C(=O)C2C3C=CC(C4CC34)C2C1=O)C(=O)c1ccccc1 (stereo unspecified) was read as Myeloid diff MLP inactive, human PMI inhibitors 5%, SIAH1 antagonists 1%, RSV antiviral HEp-2 -0.1%, Salmonella PhoP GFP -6%, TNAP activators 1, human PMI inhibition -2%, XIAP antagonists -1.3%, WT yeast gro inh -8, WT yeast gro inh mutant strain -1 and Myeloid diff MLP GFP+ MAC1+ % 0.6.
For CC(=O)NNc1nc(-c2ccccc2)c2cc(Br)ccc2n1 the results were Myeloid diff MLP inactive, human PMI inhibitors 9%, SIAH1 antagonists 0%, RSV antiviral HEp-2 3.4%, Salmonella PhoP GFP 2%, TNAP activators 1.7, human PMI inhibition 8%, XIAP antagonists 0.8%, WT yeast gro inh -8, WT yeast gro inh mutant strain -26 and Myeloid diff MLP GFP+ MAC1+ % 0.9.
`Cc1ccccc1C1c2[nH]c3ccccc3c2CCN1C(=O)c1ccc(=O)n(C)n1` (stereo unspecified) gave Myeloid diff MLP inactive, human PMI inhibitors 15%, SIAH1 antagonists 1%, RSV antiviral HEp-2 41%, Salmonella PhoP GFP -6%, TNAP activators 1, human PMI inhibition 20%, XIAP antagonists -4.7%, WT yeast gro inh 11, WT yeast gro inh mutant strain 11 and Myeloid diff MLP GFP+ MAC1+ % 0.0.
For Cc1nc2ccc(-c3nc4cc(N)ccc4o3)cc2[nH]1 the results were Myeloid diff MLP inactive, human PMI inhibitors 18%, SIAH1 antagonists -2%, RSV antiviral HEp-2 0.2%, Salmonella PhoP GFP 8%, TNAP activators 1.2, human PMI inhibition 18%, XIAP antagonists -0.1%, WT yeast gro inh 5, WT yeast gro inh mutant strain 5 and Myeloid diff MLP GFP+ MAC1+ % 1.4.
For C/C(=N/Nc1cc(-c2ccccc2)nc(-c2ccccc2)n1)c1ccc(O)cc1 the results were Myeloid diff MLP inactive, human PMI inhibitors 16%, SIAH1 antagonists 5%, RSV antiviral HEp-2 -0.7%, Salmonella PhoP GFP 11%, TNAP activators 1, human PMI inhibition 21%, XIAP antagonists -3.7%, WT yeast gro inh 98*, WT yeast gro inh mutant strain 77* and Myeloid diff MLP GFP+ MAC1+ % 1.0.
`C/C=C/C(=O)Nc1ccccc1Br` gave Myeloid diff MLP inactive, human PMI inhibitors -5%, SIAH1 antagonists 2%, RSV antiviral HEp-2 1.9%, Salmonella PhoP GFP 13%, TNAP activators 1.1, human PMI inhibition -1%, XIAP antagonists -3.2%, WT yeast gro inh 6, WT yeast gro inh mutant strain 12 and Myeloid diff MLP GFP+ MAC1+ % 7.2.
Screening Cc1cc(C(=O)Cn2nc(C(=O)O)c3ccccc3c2=O)c(C)n1CC(F)(F)F returned Myeloid diff MLP inactive, human PMI inhibitors 3%, SIAH1 antagonists -2%, RSV antiviral HEp-2 -1.2%, Salmonella PhoP GFP -4%, TNAP activators 1, human PMI inhibition 9%, XIAP antagonists -4.1%, WT yeast gro inh -16, WT yeast gro inh mutant strain -20 and Myeloid diff MLP GFP+ MAC1+ % 0.4.
O=C(O)c1ccc(Nc2c3ccccc3nc3ccccc23)cc1 was read as Myeloid diff MLP inactive, SIAH1 antagonists 1%, RSV antiviral HEp-2 0.7%, Salmonella PhoP GFP 14% and Myeloid diff MLP GFP+ MAC1+ % 0.7.
Screening O=c1c(Cl)c(Cl)cnn1Cc1nnc(-c2ccccc2Br)o1 returned Myeloid diff MLP inconclusive, human PMI inhibitors -14%, SIAH1 antagonists 22%, Salmonella PhoP GFP -4%, TNAP activators 1.1, human PMI inhibition -21%, XIAP antagonists -1.9%, WT yeast gro inh 41 and WT yeast gro inh mutant strain 43.
For O=S(=O)(Nc1ccc2cn[nH]c2c1)c1ccc(Cl)s1 the results were Myeloid diff MLP inactive, human PMI inhibitors 10%, SIAH1 antagonists -2%, RSV antiviral HEp-2 3.6%, Salmonella PhoP GFP 4%, TNAP activators 1.1, human PMI inhibition -4%, XIAP antagonists -6.7%, WT yeast gro inh -11, WT yeast gro inh mutant strain 2 and Myeloid diff MLP GFP+ MAC1+ % 0.8.
COc1ccccc1/C=C(/C(=O)OCC(=O)Nc1ccccc1C(C)C)c1ccccc1 was read as Myeloid diff MLP inactive, human PMI inhibitors 9%, SIAH1 antagonists -4%, RSV antiviral HEp-2 18%, Salmonella PhoP GFP -1%, TNAP activators 1, human PMI inhibition 21%, XIAP antagonists -3.8%, WT yeast gro inh 33, WT yeast gro inh mutant strain -10 and Myeloid diff MLP GFP+ MAC1+ % 0.7.
